m-calpain inh: inhibitors of pig calpain II; purified calpain II, fluorogenic peptide substrate, 30 min; inhibition, % at 16 µM; hit rate 0.37% among 220,000; AID 1236;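 active = inhibition above about 50%, limit read from the data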
KCC2 mod: KCC2 (human) Cl- transport modulation | KCC2 cells, thallium flux FluoZin-2 fluorescence | B-score of Tl+ flux slope (higher = more flux/activation; lower = inhibition) at 10 µM | hit rate 2.2% among 190,000 | AID 1456;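 active = thallium flux slope and its plate-corrected score both differing from the plate sample mean at a set confidence after two filtering rounds, in either direction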;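 also: slope of fluorescence scaled to starting intensity during 10 to 20 s after thallium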
Tb hexokinase: blocks Trypanosoma brucei hexokinase 1 activity | recombinant TbHK1, G6PDH-coupled NADH A340 | inhibition, % at 10 µM | hit rate 0.11% among 220,000;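 active = inhibition of 50% or more in the single-dose primary screen; inactive = inhibition below 50%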
PPC-1+TRAIL kill: compounds killing PPC-1 cancer cells with TRAIL present (potentiator screen, no TRAIL-free arm); AID 1443; cell killing (% activity), % at 4 µM; hit rate 0.41% among 220,000; PPC-1 cells + TRAIL, ATPLite viability luminescence;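 active = cell killing above 50% in the first pass at 4 µM, then a duplicate retest at 5 µM averaging 50% or more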;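 also: plate controls were cells with TRAIL plus DMSO for no effect and medium-only wells lacking cells for full effect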
zfTRPN1 agonist: activates the zebrafish TRPN1 channel. HEK293 zebrafish TRPN1-YFP, Fluo-8 calcium fluorescence; 100% = response to 87 µM carbachol. activation, % at 3 µM. hit rate 0.18% among 220,000;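 active = activation above its plate's cutoff, the mean activation of test wells on that plate plus 3 SD, cut at about 19% in these data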;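 also: 0% = DMSO alone and 100% = 87 µM carbachol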
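Material – zebrafish TRPN1-YFP in HEK293 cells · Doses – 3 µM single point · Schedule – dye 1 h 37 °C plus 30 min RT · Signal – Fluo-8 calcium fluorescence, excitation 470-495 nm, emission 515-575 nm · Read-out – % activation versus carbachol response · Control set – carbachol high, DMSO low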
TRPML3 agonist: activates the human TRPML3 channel | hit rate 0.29% among 220,000 | HEK293 TRPML3-YFP, Fluo-8 calcium fluorescence; 100% = the carbachol control signal | activation, % at 3 µM | Q8TDD5;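 active = activation above its plate's cutoff, the mean activation of the plate's test wells plus 3 SD, cut at about 12% in these data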;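 also: 0% = DMSO only wells and 100% = carbachol wells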
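Test system: HEK293 cells stably carrying human TRPML3-YFP; Doses: single dose, 3 µM final nominal compound, 0.3% DMSO final; Schedule: dye loading 1 h 37 °C then 30 min ambient, 125 s read; Technique: Fluo-8 calcium fluorescence; Benchmarks: high control carbachol 87 µM, low control DMSO.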
thrombin 1536: thrombin (human) inhibition. AID 1046. inhibition, % at 5 µM. alpha-thrombin, Boc-VPR-AMC fluorogenic substrate cleavage. hit rate 0.26% among 220,000. P00734;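 active = inhibition at or above 40%; inactive = inhibition below 40%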;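 also: 0% = enzyme with no compound and 100% = wells without enzyme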
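System – human alpha-thrombin protein · Reagent – Boc-VPR-AMC substrate, 15 µM final · Compound – 5 µM single dose in 0.2% DMSO · Schedule – reaction at room temperature · Technique – AMC fluorescence at 355 nm excitation and 460 nm emission · Read-out basis – % inhibition relative to enzyme controls and enzyme-free blanks · Control set – no-compound enzyme wells and no-enzyme blanks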
EBV gp42 block: EBV gp42 inhibition. Fluorescence polarization binding assay, mP read-out. inhibition, % (tested at 21.74 µM). hit rate 0.42% among 220,000. AID 1085; in the data active = inhibition above about 50%
Target sequence (Q1HVG2 whole entry, looked up): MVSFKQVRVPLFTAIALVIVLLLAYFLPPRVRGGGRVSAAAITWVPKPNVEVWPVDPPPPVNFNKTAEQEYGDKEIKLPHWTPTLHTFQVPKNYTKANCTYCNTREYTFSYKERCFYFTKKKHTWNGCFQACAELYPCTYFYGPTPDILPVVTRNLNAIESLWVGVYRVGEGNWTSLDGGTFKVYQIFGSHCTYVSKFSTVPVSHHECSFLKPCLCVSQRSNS
Furin inhibitor: human furin inhibition | purified furin, fluorogenic substrate cleavage | inhibition, % at 30 µM | P09958 | hit rate 0.061% among 220,000; in the data active = inhibition above about 25%; also: inactives centre near -15
Target sequence (P09958 108-714 limits assumed): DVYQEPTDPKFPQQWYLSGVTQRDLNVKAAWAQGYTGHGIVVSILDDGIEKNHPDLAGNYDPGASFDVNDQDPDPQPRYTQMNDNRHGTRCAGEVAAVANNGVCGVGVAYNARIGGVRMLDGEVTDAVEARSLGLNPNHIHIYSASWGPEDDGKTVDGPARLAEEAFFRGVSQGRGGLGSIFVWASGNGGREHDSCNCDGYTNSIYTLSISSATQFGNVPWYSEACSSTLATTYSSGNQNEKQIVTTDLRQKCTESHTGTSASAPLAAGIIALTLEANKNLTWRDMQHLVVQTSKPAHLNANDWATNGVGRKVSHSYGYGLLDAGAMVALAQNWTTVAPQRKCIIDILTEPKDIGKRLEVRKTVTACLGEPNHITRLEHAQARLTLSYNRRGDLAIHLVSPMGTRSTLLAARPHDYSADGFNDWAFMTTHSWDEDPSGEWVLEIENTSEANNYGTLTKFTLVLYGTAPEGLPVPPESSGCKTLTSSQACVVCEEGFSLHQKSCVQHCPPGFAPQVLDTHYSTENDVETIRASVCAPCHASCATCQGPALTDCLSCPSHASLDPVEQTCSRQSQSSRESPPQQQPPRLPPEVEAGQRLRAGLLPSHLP
Starred values were filed as active, the others as inactive; [ ] = dose if it differs, or a comment.

What do the screens show for `O=C(Nc1ccc(C(=O)N2CCOCC2)cc1)c1cc(-c2cccnc2)nc2ccc(Br)cc12`?
m-calpain inh: -55; KCC2 mod: -1.4; Tb hexokinase: -11; PPC-1+TRAIL kill: 28; zfTRPN1 agonist: 6.6; TRPML3 agonist: 1.4; thrombin 1536: 1; EBV gp42 block: -13; Furin inhibitor: -24

Results for CCOC(=O)N1CCN(C(=O)CS(=O)(=O)c2cn(Cc3ccc(F)cc3)c3ccccc23)CC1 ?
m-calpain inh: -28; KCC2 mod: -0.39; Tb hexokinase: -8; PPC-1+TRAIL kill: 26; thrombin 1536: -3; EBV gp42 block: -11; Furin inhibitor: -20

Results for O=S(=O)(c1ccc(Cl)cc1)N1CCNCC1 ?
m-calpain inh: 20; KCC2 mod: 0.34; Tb hexokinase: 2; PPC-1+TRAIL kill: 9; zfTRPN1 agonist: -0.6; TRPML3 agonist: 0.2; thrombin 1536: -5; EBV gp42 block: -10; Furin inhibitor: -21

Results for COc1ccc(Cc2noc(-c3ccc([N+](=O)[O-])cc3)n2)cc1OC ?
m-calpain inh: 5; KCC2 mod: -0.0029; Tb hexokinase: -10; PPC-1+TRAIL kill: 14; zfTRPN1 agonist: 2.8; TRPML3 agonist: 1.1; thrombin 1536: -9; EBV gp42 block: -26; Furin inhibitor: -7

How did O=C(Nc1ccc(F)cc1)Nc1nnc(COc2ccccc2F)s1 do in these assays?
m-calpain inh: 0; KCC2 mod: 1.4; Tb hexokinase: 0; PPC-1+TRAIL kill: 0; zfTRPN1 agonist: -0.1; TRPML3 agonist: 1.0; thrombin 1536: -1; EBV gp42 block: 6; Furin inhibitor: -17

How did Cc1cc(C)n(-c2nnc(C)n2N)n1 do in these assays?
m-calpain inh: -13; Tb hexokinase: -3; PPC-1+TRAIL kill: -17; zfTRPN1 agonist: 0.7; TRPML3 agonist: 0.8; thrombin 1536: -8; EBV gp42 block: -21; Furin inhibitor: -18

Results for COCCNC(=O)C(c1ccc(C)o1)N(Cc1ccco1)C(=O)c1snc(C(N)=O)c1N (stereo not drawn) ?
m-calpain inh: -77; KCC2 mod: 0.28; Tb hexokinase: -11; PPC-1+TRAIL kill: 21; zfTRPN1 agonist: -0.7; TRPML3 agonist: -0.2; thrombin 1536: -2; EBV gp42 block: -5; Furin inhibitor: -8[20 µM]

Results for COc1cccc(C(=O)N(c2ccc(OC)cc2OC)C2C=CS(=O)(=O)C2)c1 (stereo not drawn) ?
m-calpain inh: -10; KCC2 mod: 0.85; Tb hexokinase: 26; PPC-1+TRAIL kill: 20; zfTRPN1 agonist: 0.4; TRPML3 agonist: 0.8; thrombin 1536: 3; EBV gp42 block: 1; Furin inhibitor: -13

How did COc1ccc(-n2c(SCC(=O)C(C)(C)C)nc3ccsc3c2=O)cc1 do in these assays?
m-calpain inh: 25; KCC2 mod: -1.3; Tb hexokinase: -4; PPC-1+TRAIL kill: -2; zfTRPN1 agonist: -0.2; TRPML3 agonist: 1.4; thrombin 1536: -10; EBV gp42 block: 6; Furin inhibitor: -16

Results for CC1CC(=O)c2cnc(N)nc2C1 (stereo not drawn) ?
m-calpain inh: -3; KCC2 mod: -0.44; Tb hexokinase: -3; PPC-1+TRAIL kill: 11; zfTRPN1 agonist: -0.5; TRPML3 agonist: 0.6; thrombin 1536: 6; EBV gp42 block: -16; Furin inhibitor: -14[20 µM]

Results for O=C(CCCOc1ccccc1)Nc1ccncc1 ?
m-calpain inh: 0; KCC2 mod: -0.016; Tb hexokinase: -5; PPC-1+TRAIL kill: 9; zfTRPN1 agonist: 2.3; TRPML3 agonist: 1.7; thrombin 1536: 7; EBV gp42 block: -6; Furin inhibitor: -13

Results for Cc1cc(NC(=O)CSc2ncccn2)no1 ?
m-calpain inh: -3; KCC2 mod: -1.2; Tb hexokinase: -4; PPC-1+TRAIL kill: 3; zfTRPN1 agonist: 1.6; TRPML3 agonist: -0.8; thrombin 1536: 0; EBV gp42 block: -13; Furin inhibitor: -20[20 µM]

Results for Cc1cc(C(=O)N2CCCCCC2)cs1 ?
m-calpain inh: -19; KCC2 mod: -0.57; Tb hexokinase: -3; PPC-1+TRAIL kill: 11; zfTRPN1 agonist: -2.6; TRPML3 agonist: 0.0; thrombin 1536: -22; EBV gp42 block: -9; Furin inhibitor: -25[20 µM]

Results for CCn1c(C)nc2cc(S(=O)(=O)N3CCCCC3)ccc21 ?
m-calpain inh: -22; KCC2 mod: 0.25; Tb hexokinase: 6; PPC-1+TRAIL kill: 12; zfTRPN1 agonist: 1.7; TRPML3 agonist: 1.4; thrombin 1536: -1; EBV gp42 block: -5; Furin inhibitor: -13

How did O=C(COc1ccc(Oc2ccccc2)cc1)NCc1cn2ccccc2n1 do in these assays?
m-calpain inh: 19; KCC2 mod: -0.15; Tb hexokinase: 3; PPC-1+TRAIL kill: 6; zfTRPN1 agonist: 1.1; TRPML3 agonist: 1.2; thrombin 1536: -1; EBV gp42 block: -5; Furin inhibitor: -27

Results for Cc1cc(C)cc(OCC(=O)Nc2ccc(S(=O)(=O)Nc3ccccn3)cc2)c1 ?
m-calpain inh: -40; KCC2 mod: -1.2; Tb hexokinase: -1; PPC-1+TRAIL kill: 9; zfTRPN1 agonist: -3.2; TRPML3 agonist: -1.8; thrombin 1536: -4; EBV gp42 block: -26; Furin inhibitor: -13

Results for S=c1[nH]c(-c2ccc(Br)cc2)cn1CCc1ccccc1 ?
m-calpain inh: -8; KCC2 mod: 3.8; Tb hexokinase: -11; PPC-1+TRAIL kill: -7; zfTRPN1 agonist: -1.1; TRPML3 agonist: 0.7; thrombin 1536: 1; EBV gp42 block: -2; Furin inhibitor: -17

How did CC1=NCCN1S(=O)(=O)c1cccc([N+](=O)[O-])c1 do in these assays?
m-calpain inh: -6; KCC2 mod: -0.32; Tb hexokinase: -1; PPC-1+TRAIL kill: -1; zfTRPN1 agonist: 1.3; TRPML3 agonist: 0.3; thrombin 1536: 2; EBV gp42 block: -14; Furin inhibitor: -38

How did CCn1cc(C(=O)OCC(=O)OC2CC(C)CCC2C(C)C)c(=O)c2ccc(C)nc21 (stereo not drawn) do in these assays?
m-calpain inh: 30; Tb hexokinase: -5; PPC-1+TRAIL kill: -3; zfTRPN1 agonist: -1.0; TRPML3 agonist: -0.1; thrombin 1536: 15; EBV gp42 block: -10; Furin inhibitor: -10[20 µM]

What do the screens show for `COc1cccc(NC(=O)CSc2nc3c(oc4ccccc43)c(=O)[nH]2)c1`?
m-calpain inh: 26; KCC2 mod: -3.7; Tb hexokinase: 18; PPC-1+TRAIL kill: 38; zfTRPN1 agonist: 0.2; TRPML3 agonist: 0.6; thrombin 1536: -4; EBV gp42 block: 6; Furin inhibitor: -12

The final 2 entries of the part before come first, to join the parts:
How did CCn1cc(C(=O)OCC(=O)OC2CC(C)CCC2C(C)C)c(=O)c2ccc(C)nc21 (stereo not drawn) do in these assays?
m-calpain inh: 30; Tb hexokinase: -5; PPC-1+TRAIL kill: -3; zfTRPN1 agonist: -1.0; TRPML3 agonist: -0.1; thrombin 1536: 15; EBV gp42 block: -10; Furin inhibitor: -10[20 µM]

What do the screens show for `COc1cccc(NC(=O)CSc2nc3c(oc4ccccc43)c(=O)[nH]2)c1`?
m-calpain inh: 26; KCC2 mod: -3.7; Tb hexokinase: 18; PPC-1+TRAIL kill: 38; zfTRPN1 agonist: 0.2; TRPML3 agonist: 0.6; thrombin 1536: -4; EBV gp42 block: 6; Furin inhibitor: -12

How did Cc1cc(=O)n2[nH]c(N)c(N=Nc3ccccc3)c2n1 do in these assays?
m-calpain inh: 2; KCC2 mod: 0.44; Tb hexokinase: -9; PPC-1+TRAIL kill: 18; zfTRPN1 agonist: -0.1; TRPML3 agonist: 1.6; thrombin 1536: -1; EBV gp42 block: -19; Furin inhibitor: -4

How did CCOC(=O)c1sc(Nc2nc3c(F)cccc3s2)cc1C do in these assays?
m-calpain inh: -54; KCC2 mod: 1.1; Tb hexokinase: -35; PPC-1+TRAIL kill: 39; zfTRPN1 agonist: 1.1; TRPML3 agonist: 0.7; thrombin 1536: -9; EBV gp42 block: -13; Furin inhibitor: 0

Results for O=c1cc2c(nn1Cc1ccc(F)cc1)-c1ccccc1CC2 ?
m-calpain inh: 38; KCC2 mod: 0.23; Tb hexokinase: -7; PPC-1+TRAIL kill: 15; zfTRPN1 agonist: -1.8; TRPML3 agonist: -0.5; thrombin 1536: 3; EBV gp42 block: -12; Furin inhibitor: -20

Results for CCOC(=O)C(NC(C)=O)(N1CCc2ccccc2C1)C(F)(F)F (stereo not drawn) ?
m-calpain inh: 19; KCC2 mod: 0.87; Tb hexokinase: 4; PPC-1+TRAIL kill: -8; zfTRPN1 agonist: -0.2; TRPML3 agonist: 0.9; thrombin 1536: -1; EBV gp42 block: 7; Furin inhibitor: -4

Results for Cc1cc(C)c(C(=O)COC(=O)c2ccc(NC(=O)CC#N)cc2)cc1C ?
m-calpain inh: -63; KCC2 mod: -0.0067; Tb hexokinase: -2; PPC-1+TRAIL kill: 21; zfTRPN1 agonist: 1.5; TRPML3 agonist: 0.8; thrombin 1536: 1; EBV gp42 block: -102; Furin inhibitor: -23

What do the screens show for `CSCC[C@H](NC(=O)CCn1nnc2ccccc2c1=O)C(=O)O`?
m-calpain inh: -8; Tb hexokinase: 25; PPC-1+TRAIL kill: -19; zfTRPN1 agonist: 1.5; TRPML3 agonist: 0.2; thrombin 1536: 4; EBV gp42 block: -22; Furin inhibitor: -20

Results for O=C(c1ccco1)N1N=C(c2ccncc2)CC1(O)C(F)(F)F (stereo not drawn) ?
m-calpain inh: -24; KCC2 mod: -0.69; Tb hexokinase: -4; zfTRPN1 agonist: 0.3; TRPML3 agonist: 1.0; thrombin 1536: -5; EBV gp42 block: -55; Furin inhibitor: -13

Results for CCCc1cc(-c2[nH]ncc2-c2ccc(C(=O)OCC)o2)c(O)cc1O ?
m-calpain inh: -2; KCC2 mod: -0.48; Tb hexokinase: 3; PPC-1+TRAIL kill: 5; zfTRPN1 agonist: 0.3; TRPML3 agonist: -0.2; thrombin 1536: -2; EBV gp42 block: 13; Furin inhibitor: -22

How did Cc1ccc2c(Cl)cc(Cl)c(OCC(=O)OCC(=O)Nc3ccc(C#N)cc3)c2n1 do in these assays?
m-calpain inh: -15; KCC2 mod: 1.4; Tb hexokinase: 25; PPC-1+TRAIL kill: 16; zfTRPN1 agonist: -1.0; TRPML3 agonist: 0.5; thrombin 1536: -2; EBV gp42 block: -15; Furin inhibitor: -9

What do the screens show for `Cc1ccc(S(=O)(=O)N(CC(O)CN(C)C)c2ccccc2)cc1` (stereo not drawn)?
m-calpain inh: -10; KCC2 mod: 0.21; Tb hexokinase: -6; PPC-1+TRAIL kill: 24; zfTRPN1 agonist: 1.8; TRPML3 agonist: 1.0; thrombin 1536: -1; EBV gp42 block: -22; Furin inhibitor: -14[20 µM]

What do the screens show for `O=c1[nH]c(-c2cccs2)nc2ccccc12`?
m-calpain inh: 13; Tb hexokinase: -14; PPC-1+TRAIL kill: 19; zfTRPN1 agonist: -0.2; TRPML3 agonist: 1.0; thrombin 1536: -2; EBV gp42 block: 1; Furin inhibitor: -4

Results for Cc1sc(NC(=O)c2ccco2)c(CN2CCN(Cc3ccccc3)CC2)c1C ?
m-calpain inh: -132; KCC2 mod: -0.75; Tb hexokinase: -4; PPC-1+TRAIL kill: 32; zfTRPN1 agonist: 3.5; TRPML3 agonist: 1.2; thrombin 1536: -8; EBV gp42 block: -1; Furin inhibitor: -26

Bioassay records from PubChem.
